# Screens (PubChem)
# CAL PDZ FP-1 – inhibitors of human CAL PDZ peptide binding; purified CAL PDZ, TMR-peptide fluorescence polarization, 1 h; hit rate 0.02% among 330,000; inhibition, % at 20 µM; AID 504414;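 active = highest replicate inhibition of at least 40%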;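 also: plate controls were DMSO neutral control wells for no effect and unlabeled competitor peptide control wells for full effect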
#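 Control set: unlabelled peptide and DMSO controls / Material: purified CerCALP PDZ construct / Timing: 1 h incubation at room temperature before polarization reading / Doses: 20 µM, one dose / Detection: fluorescence polarization (mP)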
# Keap1-Nrf2 PPI – disrupts human Keap1 binding to Nrf2 peptide | hit rate 0.15% among 340,000 | inhibition, % at 9.4 µM | Keap1 Kelch-Nrf2 peptide fluorescence polarization, 1536-well | Q14145; in the data active = inhibition above about 12%;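 also: human Keap1 Kelch domain with fluorescein labeled Nrf2 9mer peptide probe; 0% = neutral control wells and 100% = peptide positive control; higher means more block of Keap1 binding to Nrf2 peptide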
# Target sequence (Q14145 whole entry, looked up, the tested form may be a part): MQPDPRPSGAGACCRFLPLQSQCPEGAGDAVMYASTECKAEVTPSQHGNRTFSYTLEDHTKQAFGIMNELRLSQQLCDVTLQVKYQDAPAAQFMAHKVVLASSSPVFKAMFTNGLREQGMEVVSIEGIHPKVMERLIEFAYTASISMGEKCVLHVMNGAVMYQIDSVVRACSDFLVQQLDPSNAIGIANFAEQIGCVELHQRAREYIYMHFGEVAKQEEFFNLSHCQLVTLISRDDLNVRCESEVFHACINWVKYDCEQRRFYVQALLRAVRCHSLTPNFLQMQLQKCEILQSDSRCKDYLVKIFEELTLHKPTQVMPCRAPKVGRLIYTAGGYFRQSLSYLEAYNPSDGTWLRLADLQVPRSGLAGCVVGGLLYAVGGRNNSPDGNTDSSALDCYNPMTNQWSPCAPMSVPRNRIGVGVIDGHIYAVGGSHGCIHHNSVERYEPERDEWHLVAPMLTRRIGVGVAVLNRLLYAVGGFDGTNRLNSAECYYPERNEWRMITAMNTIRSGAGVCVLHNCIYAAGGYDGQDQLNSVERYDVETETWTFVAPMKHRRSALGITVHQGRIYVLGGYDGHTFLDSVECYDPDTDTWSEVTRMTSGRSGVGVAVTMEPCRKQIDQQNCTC
# RTF Ca sens inh – cardiac RTF calcium desensitization; inhibition, % at 7.15 µM; hit rate 0.12% among 340,000; AID 493244; IANBD-labeled cardiac RTF, Ca2+ fluorescence;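 active = inhibition above the mean inhibition of all tested compounds plus 3 SD, cut at about 17% in these data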;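 also: assay run at fixed EC70 calcium of 1.6 mM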
# DSG3 Ab inh – blocks pemphigus antibody binding to human desmoglein-3. DSG3-coupled beads, scFv-anti-DSG3-GFP binding, flow cytometry; active compounds read low. binding (percent of control), % at 10 µM. hit rate 0.48% among 310,000. AID 588358;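 active = binding more than 3 SD below its plate's average and above zero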;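 also: hits lower antibody fragment binding to DSG3; some compounds called inactive have numbers as strong as hits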
# NSD2 inh – blocks human histone methyltransferase NSD2; O96028; inhibition, % at 12.5 µM; hit rate 0.54% among 310,000; NSD2 peptide methylation, AlphaScreen, 120 min; in the data active = inhibition above about 50%
# C-LANA FP – inhibitors of KSHV LANA C-terminal domain DNA binding; MBP-C-LANA/FAM-LBS DNA binding, fluorescence polarization; inhibition, % at 9 µM; hit rate 0.078% among 340,000; AID 504423;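 active = highest replicate inhibition at or above 60% at 9 µM, even if other replicates fall short; inactive = all replicates below 60% inhibition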;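 also: 0% = neutral control wells and 100% = 4 µM acridine orange control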
# CAL PDZ FP-2 – inhibitors of human CAL PDZ peptide binding. purified CAL PDZ, TMR-peptide fluorescence polarization, 1 h. Q9HD26. inhibition, % at 24.9 µM. AID 602252. hit rate 0.92% among 300,000;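 active = mean inhibition of at least 30% with at least half of replicates also reaching 30%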;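 also: 0% = DMSO neutral control and 100% = excess unlabeled competitor peptide PRC23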
# V-ATPase pH – alters yeast V-ATPase proton transport; S. cerevisiae, pHLuorin cytosolic pH fluorescence; response, % at 10 µM; hit rate 0.37% among 350,000; AID 504577; in the data active = response mostly above about 7.3%, no sharp cut-off; inactive = mostly below about 5.4%; also: actives read high; inactives centre near 0; some compounds called inactive have numbers as strong as hits
# Arrestin-AP2 inh – blocks beta-arrestin peptide binding to AP2 adaptin | FITC-arrestin peptide / GST-AP2 beads, flow cytometry; AP2 beta2 appendage carries R879A mutation | inhibition, % at 10 µM | hit rate 0.31% among 340,000;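 active = inhibition above a set limit, near 3 SD of compounds lacking own fluorescence, cut at about 54% in these data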;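 also: plate controls were DMSO wells for no effect and 5 µM unlabelled arrestin peptide for full effect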
#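 Material – AP2 appendage R879A on GSH beads · Buffer or medium – PBS with 0.05% Tween 20 and 0.1% BSA · Probe or stimulus – fluorescein-tagged arrestin peptide at 50 nM final · Incubation – compound with beads 12 min RT, then probe 1 h RT · Detection – high-throughput flow cytometry of beads, ex 488, em 535 nm · Evaluation – percent response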
# DAGLB inhibitor – diacylglycerol lipase beta (human) inhibition; hit rate 0.059% among 340,000; HEK293T DAGLB membrane lysate, EnzChek fluorogenic substrate; inhibition, % at 5.17 µM; Q8NCG7; in the data active = inhibition above about 34%;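 also: 0% = enzyme with vehicle and 100% = wells lacking enzyme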
# Starred values were filed as active, the others as inactive; / = no result given.
SMILES,CAL PDZ FP-1,Keap1-Nrf2 PPI,RTF Ca sens inh,DSG3 Ab inh,NSD2 inh,C-LANA FP,CAL PDZ FP-2,V-ATPase pH,Arrestin-AP2 inh,DAGLB inhibitor
CCOc1ccc(CNC(=O)CCCc2cn(C)c3ccccc23)cc1,/,-4,-5,/,0,1.7,-7,-2,2,-4
Cc1nc(CC(C)C)cc(C(=O)N2CCCC(CNS(=O)(=O)c3cccs3)C2)n1 (configuration not stated),-0.4,-4,6,97,-2,-1.3,1,1,29,1
CCCCOC(=O)Cn1c(=O)n(CC(=O)OCCCC)c2ccccc21,0.0,-2,1,102,-3,-0.1,-1,2,-8,-5
CC1(C)NC(=O)N(CC(O)Cn2c3ccccc3c3ccccc32)C1=O (configuration not stated),0.6,-3,-3,100,/,0.4,5,5,0,1
COc1ccc(C2CC3CC(c4ccccc4)N2O3)cc1 (configuration not stated),0.0,1,-7,102,/,-0.1,3,0,7,-2
Cn1c(SCC2CCCCC2)nnc1-c1ccncc1,-0.9,-3,4,102,1,-1.0,-2,5,-3,-1
COc1ccc(-c2noc(CCC(=O)NCCCN3CCN(c4ccc(F)cc4)CC3)n2)cc1,-2.6,3,-8,85,-1,-0.4,-5,0,-5,3
CN(C)c1ccc(/C=N/NC(=O)c2ccc(-n3cnnn3)cc2)cc1,-0.5,-4,4,/,-2,-0.8,/,-16,-10,4
Cc1ccc(C(=O)NCCSc2ccc(Cl)cc2)cc1S(=O)(=O)Nc1ccccc1,-3.0,-2,-8,80,/,-0.5,-2,1,3,-3
COCCn1c(SCc2csc(-c3ccccc3)n2)nc2ccccc21,-1.2,-3,-1,103,-1,-0.6,-2,5,9,-5
O=C(N[C@@H](Cc1ccccc1)C(=O)N1CCN(S(=O)(=O)c2ccccc2F)CC1)c1ccco1,0.3,-4,1,91,0,0.4,-2,0,42,-3
COCCNC(=O)Cn1c(=O)n(Cc2ccc(C(=O)NCc3ccco3)cc2)c(=O)c2ccccc21,-0.2,-3,-10,117,26,-1.1,/,1,8,1

# 11 successive records from above, for reference:
SMILES,CAL PDZ FP-1,Keap1-Nrf2 PPI,RTF Ca sens inh,DSG3 Ab inh,NSD2 inh,C-LANA FP,CAL PDZ FP-2,V-ATPase pH,Arrestin-AP2 inh,DAGLB inhibitor
CCOc1ccc(CNC(=O)CCCc2cn(C)c3ccccc23)cc1,/,-4,-5,/,0,1.7,-7,-2,2,-4
Cc1nc(CC(C)C)cc(C(=O)N2CCCC(CNS(=O)(=O)c3cccs3)C2)n1 (configuration not stated),-0.4,-4,6,97,-2,-1.3,1,1,29,1
CCCCOC(=O)Cn1c(=O)n(CC(=O)OCCCC)c2ccccc21,0.0,-2,1,102,-3,-0.1,-1,2,-8,-5
CC1(C)NC(=O)N(CC(O)Cn2c3ccccc3c3ccccc32)C1=O (configuration not stated),0.6,-3,-3,100,/,0.4,5,5,0,1
COc1ccc(C2CC3CC(c4ccccc4)N2O3)cc1 (configuration not stated),0.0,1,-7,102,/,-0.1,3,0,7,-2
Cn1c(SCC2CCCCC2)nnc1-c1ccncc1,-0.9,-3,4,102,1,-1.0,-2,5,-3,-1
COc1ccc(-c2noc(CCC(=O)NCCCN3CCN(c4ccc(F)cc4)CC3)n2)cc1,-2.6,3,-8,85,-1,-0.4,-5,0,-5,3
CN(C)c1ccc(/C=N/NC(=O)c2ccc(-n3cnnn3)cc2)cc1,-0.5,-4,4,/,-2,-0.8,/,-16,-10,4
Cc1ccc(C(=O)NCCSc2ccc(Cl)cc2)cc1S(=O)(=O)Nc1ccccc1,-3.0,-2,-8,80,/,-0.5,-2,1,3,-3
COCCn1c(SCc2csc(-c3ccccc3)n2)nc2ccccc21,-1.2,-3,-1,103,-1,-0.6,-2,5,9,-5
O=C(N[C@@H](Cc1ccccc1)C(=O)N1CCN(S(=O)(=O)c2ccccc2F)CC1)c1ccco1,0.3,-4,1,91,0,0.4,-2,0,42,-3

# Continued.
SMILES,CAL PDZ FP-1,Keap1-Nrf2 PPI,RTF Ca sens inh,DSG3 Ab inh,NSD2 inh,C-LANA FP,CAL PDZ FP-2,V-ATPase pH,Arrestin-AP2 inh,DAGLB inhibitor
COCCNC(=O)c1cc(S(=O)(=O)N2CCCCC2)ccc1N1CCOCC1,-1.4,0,-5,102,-2,0.2,5,-1,7,1
COc1cccc(CN(Cc2cccnc2)S(=O)(=O)c2ccc(-n3cnnn3)c(C)c2)c1OC,-2.7,0,-9,103,3,0.3,-2,4,-3,0
O=C(COc1ccc2ccccc2c1Br)Nc1ccncc1,-3.1,4,-8,101,3,2.1,/,-1,-11,-3
COc1ccc(NC(=O)CN(C)CC(=O)N2CCCCCC2)cc1,-0.9,-1,0,95,2,-9.6,-3,0,0,0
O=S(=O)(Nc1cccc(-c2cn3cccnc3n2)c1)c1ccccc1,-1.5,-6,-6,111,-2,-2.1,/,4,35,-1
Cc1ccc(CC(NC(=O)c2ccccc2)C(=O)N2CCCC2C(=O)O)cc1 (configuration not stated),-1.0,5,-10,103,/,-0.1,/,-2,13,2
Cc1ccc(C(=O)N(CC(=O)NC2CCCC2)c2cccc(F)c2)s1,-2.4,-2,-5,104,1,-0.5,-2,9,2,-2
CCOC(=O)c1csc(CCNC(=O)c2oc3c(Cl)cc(C)cc3c2C)n1,-3.2,0,-4,/,-2,-0.1,-6,1,7,-5
CCOc1ccc(NC(=O)C2CCCN(S(=O)(=O)c3c(C)noc3C)C2)cc1 (configuration not stated),-2.0,-1,-5,100,3,1.7,-2,4,8,-1
O=C(COc1ccc([N+](=O)[O-])cc1)NCCC1=CCCCC1,-0.7,-1,-5,117,-1,1.2,/,3,-3,-7
Cn1c(=O)n(Cc2ccccc2Br)c2ccccc21,-9.9,-4,7,100,-1,2.1,-3,5,21,1
CCN(c1ccccc1)S(=O)(=O)c1nnc(NC(=O)C(C)C)s1,-2.1,-1,-7,108,0,1.9,-1,-4,10,2
Cc1ccc(NC(=O)c2sc(Cl)nc2-c2ccccc2)cc1C,-0.9,-1,2,154,-1,0.2,-1,6,-9,-17
Cc1cccc(C)c1NC(=O)C(Cl)C(=O)c1ccccc1 (configuration not stated),-2.9,-26,2,102,-3,-0.1,-1,6,0,2
CCOC(=O)c1c(C)[nH]c(C)c1C(=O)COC(=O)/C=C/c1ccccc1[N+](=O)[O-],0.1,-6,4,/,3,-1.5,4,1,16,0
O=C(Nc1cccc(-c2nc3ncccc3o2)c1)c1ccccc1,-5.1,-5,3,98,-5,-1.9,/,-2,9,2
CN1CCN(/N=C/c2ccc(N(C)c3ccccc3)cc2)CC1,-1.0,-3,-7,101,0,-0.3,11,1,-4,0
Cc1cc2c(=O)n(CC(=O)NCC(=O)Nc3ccc(C(C)C)cc3)cnc2s1,-2.4,-4,1,99,-1,0.8,-2,1,-7,-1
Cc1cc(=O)[nH]c2c(N=Nc3ccc(O)cc3)c(N)nn12,-0.9,3,1,105,12,0.7,0,1,14,-4
COc1ccc(-c2oc3ccc(N4CCOCC4)cc3c2/C=C/c2ccc(OC)c(OC)c2)cc1,-0.1,1,-18,100,/,-0.3,-2,9,-9,-5
COc1ccc(NC(=O)CCCC(=O)c2ccccc2)cc1,-1.4,-10,-7,73*,-4,-0.6,0,2,7,2
COc1ccc(CNC(=O)Cn2nc([N+](=O)[O-])c(Br)c2C)cc1OC,-1.5,-5,0,91,-3,-0.6,-3,2,9,0
Cc1ccnc(NC(=S)NC(=O)/C=C/c2ccc(Cl)cc2)c1,-0.2,-3,-6,/,-2,0.7,-1,0,1,1
COc1ccc(CN2CCN(C3CCSCC3)CC2CCO)c(C)c1C (configuration not stated),0.3,-2,-3,108,9,-1.7,0,-2,-4,-2
CCC(CC)NC(=O)COC(=O)c1cc(SC)ccc1Cl,-0.2,0,/,108,-4,-0.4,3,-2,-11,/
Cc1ccc(C(=O)NCCc2n[nH]c(=S)n2C)cc1,-1.5,-2,17,103,-3,-0.9,-5,-2,-2,-1
C=C1c2ccccc2NC(=O)N1c1ccc(C)cc1,0.3,-6,-1,109,14,0.2,-2,3,10,0
COc1cc(OC)cc(C(=O)NCC(=O)OCC(=O)NCc2ccco2)c1,-0.2,-6,2,89,1,0.7,-9,-3,0,-1
CN(C)S(=O)(=O)c1ccc(N2CCCC2)c(C(=O)NNC(=O)COc2cccc(F)c2)c1,-0.8,5,-4,98,0,0.1,-3,-2,-2,1
CC[C@@]1(O)C(=O)OCc2c1cc1n(c2=O)Cc2cc3c(N)cccc3nc2-1,0.7,-5,-10,101,/,-0.2,-2,-7,36,-3
CCOc1ccc(OCCC(=O)OCC(=O)Nc2cc(C)nn2-c2ccccc2)cc1,-1.7,-1,11,109,0,-0.7,-2,1,21,-3
Cc1ccccc1OCC(=O)N/N=C1\SCC(=O)N1Cc1ccccc1,-0.6,0,0,98,-1,-0.6,-5,-2,-16,6
Cc1ccc(NC(=O)C2CCCN(S(=O)(=O)c3cccnc3)C2)cc1C (configuration not stated),-0.8,-2,-2,105,2,-0.4,-2,1,1,-1
O=C(c1ccc(Cl)cc1)c1oc2ccccc2c1CS(=O)(=O)c1ccccc1,-2.1,-9,-3,106,-2,0.3,/,0,-8,-5
COC(=O)[C@@]12CCCCN1[C@H](c1ccc(-c3ccc(F)cc3)cc1)[C@@H]1C(=O)N(C)C(=O)[C@@H]12,0.5,-2,-10,100,/,0.1,-4,2,15,-2
S=C1NC2(CCCC2)Nc2ccccc21,0.0,1,-2,99,7,1.6,0,-2,23,0
CCOc1cc(/C=N/O)ccc1OCc1ccc(C)cc1,0.4,1,-7,100,3,1.7,3,0,13,-3
COc1cc(NC(=O)CSCc2ccc(Cl)cc2)c(C(=O)O)cc1OC,-0.8,-2,-7,97,-1,-0.8,/,1,5,0
CC(C)C(=O)Nc1cccc(N2CCN(CCCN3C(=O)C4CCCCN4C3=O)CC2)c1 (configuration not stated),-0.3,-1,-4,110,20,0.4,-6,0,8,1
CCOc1ccc(-c2csc(/C(C#N)=C\c3ccc(O)c([N+](=O)[O-])c3)n2)cc1,-0.2,0,-3,119,1,-0.7,0,0,10,21
CC1CCc2sc3ncn4nc(C(=O)NCc5ccco5)nc4c3c2C1 (configuration not stated),-3.8,-3,6,106,/,0.2,-2,1,9,-2
CC(=O)N1CCCc2cc(S(=O)(=O)NC(C(=O)NC3CCCCC3)C(C)C)ccc21 (configuration not stated),-0.6,-3,-2,102,4,-1.0,-3,-6,6,-3
COc1ccc(S(=O)(=O)n2c(CCN3CCOCC3)nc3ccccc32)cc1,-3.2,-2,4,103,/,0.1,0,-4,4,-1
CCc1ccc(NC(=O)C2CCCN(S(=O)(=O)c3cnc[nH]3)C2)cc1 (configuration not stated),-1.7,-3,-16,101,/,-0.3,-5,11*,-2,0

# This is a subset; count on the stated rates, not on these rows.
